# tim10-1 inh – inhibits growth of tim10-1 mutant yeast | S. cerevisiae tim10-1 ts strain growth, BacTiter-Glo, 24 h | inhibition, % at 20 µM | 330,000 compounds, 2.2% hits;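 active = inhibition of at least 40%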;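 also: mutant grown at 25 °C; 0% = DMSO wells with yeast and 100% = wells holding no yeast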
# tim23-1 inh – inhibits growth of tim23-1 mutant yeast; 330,000 compounds, 1.3% hits; AID 463212; inhibition, % at 20 µM; S. cerevisiae tim23-1 growth, BacTiter-Glo luminescence, 24 h;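 active = growth inhibition of the mutant yeast at or above 50%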;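 also: temperature-sensitive mutant grown at 25 °C; plate controls were DMSO-treated mutant yeast for no effect and medium wells lacking yeast for full effect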
# APJ agonist – APJ receptor agonism. P35414. CHO-K1 APJ PathHunter beta-arrestin, luminescence; 0% DMSO wells, 100% apelin. 330,000 compounds, 0.11% hits. AID 2520. activation, % at 20 µM;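 active = activation more than six SD over the plate average, tested at 20 µM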;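 also: 0% = DMSO alone and 100% = apelin-13 at 10 nM; some results filed as inactive read as strong as hits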
#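 Assay system: engineered CHO-K1 APJ arrestin reporter cells; Amount: 1000 CHO-K1 reporter cells seeded per well; Dosing: one dose, 20 µM compound, 1% DMSO; Times: compound stimulation 90 min at 25 °C, detection 60 min; Measured by: luminescent beta-gal fragment complementation, chemiluminescent substrate; Read-out: APJ–arrestin association signal; Controls: DMSO vs Apelin-13 10 nM.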
# UPR CHOP act – activators of apoptotic arm of unfolded protein response (CHOP). CHO-CHOP luciferase reporter, UPR activation, luminescence; percent of tunicamycin response over DMSO baseline. activation, % at 10 µM. 330,000 compounds, 0.34% hits;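 active = at 10 µM dose, activation of 40% or more, normalized to positive control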;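 also: 100% = tunicamycin at 10 µg/mL and 0% = DMSO alone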
#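 Dosing – one dose, 10 µM in 0.5% DMSO · System – CHO-CHOP cells, stable luciferase reporter of PERK-eIF2a-CHOP signalling · Input – 500 cells/well · Control set – tunicamycin 10 µg/mL final as positive, DMSO-only wells as negative · Timing – 6 h compound treatment, 37 °C · Measure – % activation vs tunicamycin · Technique – luminescence read with Steady-Glo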
# CXCR6 inh – CXCR6 (human) receptor inhibition | CHO-K1 PathHunter CXCR6 beta-arrestin, luminescence | 360,000 compounds, 0.36% hits | O00574 | inhibition, % at 20 µM; in the data active = inhibition above about 34%, passing the limit was not always enough;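 also: antagonist mode with CXCL16 agonist at 10 nM final; 0% = 10 nM CXCL16 with DMSO and 100% = unstimulated wells without agonist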
# UPR XBP1 act – activators of adaptive arm of unfolded protein response (XBP1); CHO-XBP1 luciferase reporter, IRE1-XBP1 UPR activation, luminescence; percent of tunicamycin response, DMSO as zero; activation, % at 20 µM; 330,000 compounds, 0.33% hits; AID 463104;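 active = versus positive control, 20 µM dose yields 30% or more activation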;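 also: 100% = tunicamycin at 10 µg/mL and 0% = DMSO only wells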
#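 Material: CHO cell line with stable XBP1 luciferase reporter; buffer or medium: F12 medium containing 10% fetal bovine serum; compound: single point, 20 µM final compound, 1% DMSO; incubation: 6 h treatment, 37 °C; measured by: glow luminescence from Steady-Glo reagent; evaluation: activation, % of tunicamycin; control set: tunicamycin high, DMSO low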
# APJ antag – antagonists of human APJ apelin receptor; P35414; CHO-K1 APJ beta-arrestin complementation, luminescence; inhibition, % at 20 µM; 330,000 compounds, 0.32% hits; AID 2521;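 active = inhibition above about 40% at 20 µM, limit read from the data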;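 also: cells challenged with 10 nM apelin-13 agonist together with compound; plate controls were apelin-13 plus DMSO wells for no effect and DMSO wells lacking apelin-13 for full effect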
# TIM10 inh – inhibits growth of TIM10 yeast strain | S. cerevisiae TIM10 strain growth, BacTiter-Glo luminescence, 24 h | inhibition, % at 10 µM | 330,000 compounds, 1.4% hits;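 active = inhibition of 40% or more at the single tested concentration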;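 also: wild-type TIM10 isogenic control strain grown at permissive 25 °C; 0% = DMSO yeast wells and 100% = minimal medium wells without yeast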
# Mdm2-MdmX inh – disrupts the human Mdm2-MdmX interaction | AID 485346 | inhibition, % at 8 µM | SaOS-2 split-luciferase Mdm2/MdmX complementation, luminescence | 330,000 compounds, 3% hits | O15151+Q00987;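 active = inhibition of at least 50% at 8 µM in the primary screen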
# Target sequence (O15151 whole entry, looked up): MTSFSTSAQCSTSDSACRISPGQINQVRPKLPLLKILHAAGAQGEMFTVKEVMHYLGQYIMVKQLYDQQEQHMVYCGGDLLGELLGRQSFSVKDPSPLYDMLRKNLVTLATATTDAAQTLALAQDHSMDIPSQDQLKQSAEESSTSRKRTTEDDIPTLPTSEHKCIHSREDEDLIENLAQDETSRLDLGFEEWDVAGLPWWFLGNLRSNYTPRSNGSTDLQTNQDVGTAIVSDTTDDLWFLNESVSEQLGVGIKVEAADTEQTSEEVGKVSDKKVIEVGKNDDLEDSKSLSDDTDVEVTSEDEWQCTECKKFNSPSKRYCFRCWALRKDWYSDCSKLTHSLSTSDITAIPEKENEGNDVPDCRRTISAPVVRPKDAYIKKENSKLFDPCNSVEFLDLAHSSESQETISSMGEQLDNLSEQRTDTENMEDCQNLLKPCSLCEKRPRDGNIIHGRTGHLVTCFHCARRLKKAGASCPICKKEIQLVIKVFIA
# Target sequence (Q00987 whole entry, looked up): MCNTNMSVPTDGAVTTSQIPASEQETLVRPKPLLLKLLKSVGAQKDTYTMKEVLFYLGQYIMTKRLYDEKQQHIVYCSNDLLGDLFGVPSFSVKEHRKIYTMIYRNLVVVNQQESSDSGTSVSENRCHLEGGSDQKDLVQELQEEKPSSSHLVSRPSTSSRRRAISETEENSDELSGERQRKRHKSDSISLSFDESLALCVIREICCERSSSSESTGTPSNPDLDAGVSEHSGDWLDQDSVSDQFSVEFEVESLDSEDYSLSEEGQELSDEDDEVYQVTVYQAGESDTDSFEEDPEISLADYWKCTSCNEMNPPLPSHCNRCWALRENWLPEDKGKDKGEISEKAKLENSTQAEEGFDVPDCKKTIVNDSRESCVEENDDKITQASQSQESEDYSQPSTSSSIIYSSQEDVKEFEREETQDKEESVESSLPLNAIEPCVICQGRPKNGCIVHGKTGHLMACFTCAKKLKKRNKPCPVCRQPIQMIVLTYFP
# An asterisk follows results filed as active; . = not tested or not shown. These rows are one share of the data (hit frequency here may not be typical).
SMILES,tim10-1 inh,tim23-1 inh,APJ agonist,UPR CHOP act,CXCR6 inh,UPR XBP1 act,APJ antag,TIM10 inh,Mdm2-MdmX inh
COc1ccc(CC(=O)NC(C)(C)C)cc1S(=O)(=O)N1CCOCC1,7,5,-3,-0.5,6,-1,-3,-12,-30
CCC(CC)C(=O)NCc1ccc2c(c1)cc(C)n2C,12,8,-1,0.1,10,1,-1,15,-15
CCOC(=O)c1cccc(Nc2ncnc3ccc(C)cc23)c1,19,15,0,-2.8,-5,-1,-24,-3,25
CCOC(=O)Cc1nnc(NC(=O)CSc2nncn2C)s1,-8,0,2,-0.9,0,-3,7,5,14
O=C(Oc1cccnc1)c1ccccc1[N+](=O)[O-],52*,32,-1,-2.6,1,-2,6,50*,-9
COc1ccc(S(=O)(=O)N2CCCN(CC(=O)Nc3cc(NC(C)=O)ccc3OC)CC2)cc1,19,14,-1,-1.9,-7,0,-2,13,19
O=C(NC1CCCCC1)c1ccc(S(=O)(=O)NCc2ccco2)cc1,11,2,-3,0.6,1,2,2,2,13
CC(C)c1ccccc1NC(=O)CSc1n[nH]c(=O)n1C1CC1,16,21,-4,1.5,5,-1,-2,8,-24
CCCCC(=O)Nc1ccc2c(c1)nc1n2CCSC1,13,9,2,5.6,-5,0,-6,8,-22
CC(C)NC(=O)NC(=O)COC(=O)c1ccc(S(=O)(=O)NCc2ccco2)cc1,1,-4,-5,1.6,6,-1,-11,13,-1
COc1ccc(N2CCN(C(=O)COC(=O)Cc3cccc(OC)c3)CC2)cc1,17,10,-6,4.9,-7,-2,-7,6,3
O=C(OCC(=O)N1CCC(Cc2ccccc2)CC1)c1cccnc1Cl,5,16,-1,4.0,0,4,-2,4,-28
C/C(=N\NC(=O)CN1CCCCC1)c1cccc([N+](=O)[O-])c1,12,-2,3,0.6,4,1,11,-8,-6
CC(=O)N(c1ccc(C(C)C)cc1)C1C=CS(=O)(=O)C1 (stereo not given),0,8,0,2.5,-3,-1,12,6,17
COc1cccc(C2=CC(=O)C[C@H](c3ccc(F)cc3)C2)c1,19,42,-2,2.5,-2,1,13,12,-13
O=C(c1ccc(Oc2ccc(Cl)cc2)c([N+](=O)[O-])c1)N1CCCC1,12,8,1,0.0,6,-1,14,-26,10
COc1ccc(C2NC(=O)N(CCCC(=O)O)C(C)=C2C(=O)OCc2ccccc2)cc1 (stereo not given),12,18,-4,0.4,.,-3,7,8,-14
O=C1C2CCCCN2C(=O)N1CCCCN1CCN(c2ccccc2Oc2ccccc2)CC1 (stereo not given),-53,-12,-2,0.7,-6,-5,8,-53,19
O=C(NC1=NCCS1)C1CCN(S(=O)(=O)c2ccc(Cl)cc2)CC1,-4,-2,-4,-0.7,13,-3,2,-9,13
Cc1cc(-c2[nH]nc3c2C(c2cccc(O)c2)C(C#N)=C(N)O3)c(C)s1 (stereo not given),18,22,0,0.1,-2,2,12,9,-11
COc1ccc(S(=O)(=O)NN(C)c2ncc(C(F)(F)F)cc2Cl)cc1,40*,15,-3,0.9,1,0,-5,7,7
Cc1ccc(C(=O)Nc2ccc(S(=O)(=O)NC3=NCCCCC3)cc2)cc1S(=O)(=O)N1CCOCC1,9,18,0,1.1,-7,-3,6,4,-1
COc1ccc(Cl)cc1NC(=O)c1cccc(NC(=O)CCC(=O)O)c1,5,7,-2,1.1,1,-3,3,11,-17
COc1ccc(CC(=O)Nc2ccccc2C(=O)N2CCOCC2)cc1OC,7,-2,0,2.1,-1,-1,0,-15,-2
CC(OC(=O)CNS(=O)(=O)c1ccc2ccccc2c1)C(=O)N(C)c1ccccc1 (stereo not given),21,24,4,0.0,4,-1,22,16,7
CC(=O)/C(=N\Nc1ccc(Cl)cc1Cl)Sc1nnc(-c2ccccc2)n1-c1ccccc1,19,5,0,0.2,6,-2,6,2,-2
COc1ccc(/C=C2/SC(=S)N(CCCC(=O)Nc3ccc(O)cc3)C2=O)cc1,14,9,-1,-6.1,2,-3,19,5,88*
CCc1ccccc1OCC(=O)Nc1ccc2c(c1)OCCO2,-18,25,-4,2.0,-1,0,11,3,-9
O=C(Cc1ccccc1)c1c[nH]c(C(=O)C(Cl)(Cl)Cl)c1,-17,30,2,7.0,-5,39*,-1,-16,-4
CC(OC(=O)C1=NN(c2ccccc2)C(=O)CC1)C(=O)NC1CCCCC1C (stereo not given),-14,-15,-4,-2.7,6,-2,-9,-2,13
O=C(CSc1nn(-c2ccccc2)c(=S)s1)Nc1ncccn1,0,0,-4,1.7,-3,-4,-1,-7,-17
O=C(NCC1CCCO1)C(c1ccncc1)N(Cc1ccc(F)cc1)C(=O)CN1C(=O)c2ccccc2S1(=O)=O (stereo not given),10,11,0,3.4,12,0,0,3,-25
COc1ccccc1-c1sc2cc3c(cc2c1C#Cc1cncn1C)OCO3,-48,1,-3,4.2,4,3,-8,-2,20
Cc1nc2ccccn2c1C(=O)NNS(=O)(=O)c1ccc(C(C)(C)C)cc1,21,9,2,2.2,-10,-2,2,11,-5
O=C(c1cccc([N+](=O)[O-])c1)c1ccc2c(c1)OCCOCCOCCO2,11,14,-1,1.7,7,0,14,15,15
O=C(NCCC(=O)N1CCN(c2ccccn2)CC1)c1ccc(Cl)cc1,10,11,-2,0.3,7,-2,5,5,1
Nc1nnc(SCC(=O)Nc2ccc3nc(SCC(=O)Nc4ccccc4)sc3c2)s1,8,-1,4,1.7,-17,-4,-12,0,16
O=C(O)c1ccc2c(=O)n3c(nc2c1)/C(=C/c1cccc(O)c1)CC3,-9,14,-6,0.8,16,-3,3,12,-14
CCO[C@H]1OC(C(=O)N2CCOCC2)=C[C@@H](C)[C@@H]1CCCO,4,3,-3,-0.5,2,-1,-2,2,2
COC(=O)c1c(NC(=O)CSc2ncnc3c2cnn3-c2ccccc2Cl)sc2c1CCCC2,14,20,2,-3.1,8,-2,7,6,53*

# Three structures from above, arranged by SMILES length, high to low:
SMILES,tim10-1 inh,tim23-1 inh,APJ agonist,UPR CHOP act,CXCR6 inh,UPR XBP1 act,APJ antag,TIM10 inh,Mdm2-MdmX inh
O=C(NCC1CCCO1)C(c1ccncc1)N(Cc1ccc(F)cc1)C(=O)CN1C(=O)c2ccccc2S1(=O)=O (stereo not given),10,11,0,3.4,12,0,0,3,-25
O=C(c1cccc([N+](=O)[O-])c1)c1ccc2c(c1)OCCOCCOCCO2,11,14,-1,1.7,7,0,14,15,15
CCO[C@H]1OC(C(=O)N2CCOCC2)=C[C@@H](C)[C@@H]1CCCO,4,3,-3,-0.5,2,-1,-2,2,2

# Additional structures:
SMILES,tim10-1 inh,tim23-1 inh,APJ agonist,UPR CHOP act,CXCR6 inh,UPR XBP1 act,APJ antag,TIM10 inh,Mdm2-MdmX inh
C=CCn1c(SC(C)C(=O)NCC2CCCO2)nnc1-c1ccc(OC)cc1 (stereo not given),0,2,-1,-0.3,1,2,5,-5,4
Fc1ccccc1CN1CCC(Cc2ccccc2)CC1,6,-4,1,-1.6,3,4,6,-6,-10
COc1ccc(S(=O)(=O)N(C)CC(=O)NC2CCCCC2)cc1OC,-20,8,2,-1.3,3,-2,18,-15,9
Cc1ccc(NC(=O)C(c2ccc(Cl)cc2Cl)N2CCCC2)cc1 (stereo not given),-7,28,-3,-0.7,7,-1,-29,-17,6
Nc1nc(NCc2ccccc2)nc(-c2ccccc2)n1,29,16,-4,1.0,3,0,-9,16,22
Cc1ccc(S(=O)(=O)N2CCOCC2)cc1C(=O)Nc1nc(-c2ccccn2)cs1,25,21,-2,2.6,12,4,15,7,76*
O=C(NNC(=O)C(Cl)Cl)c1cnn(-c2ccccc2)c1C(F)(F)F,-4,16,4,0.5,-5,3,-7,-5,-36
CCOc1ccc(CO/N=C/c2c(C)[nH]c(=O)[nH]c2=O)cc1,-15,-8,-3,-1.8,1,-1,-14,-4,20
COc1ccc(C(=O)C(C)Sc2nnc(C3CC3)n2C2CC2)cc1 (stereo not given),-20,-5,-4,1.2,2,-2,5,-11,-7
CC(C(=O)c1c[nH]c(C(=O)N=CN(C)C)c1)c1ncc(C(F)(F)F)cc1Cl (stereo not given),11,-5,4,0.9,7,0,5,4,27
COc1ccc(C(=O)C(CN2CCCC2)c2ccccc2)cc1 (stereo not given),45*,-26,6,66*,-1,1,-2,38,99*
O=C(CSc1nnc(CNC(=O)c2cccs2)o1)Nc1ccc(Cl)cc1,-1,-10,6,1.4,7,-5,-1,-9,-12
COc1ccc(CCCC(=O)N/N=C/c2ccc(C)cc2)cc1,31,56*,-3,-0.8,-6,-2,-19,0,22
Cc1cc(C(N)=O)nn1-c1c(Cl)cc(Cl)cc1Cl,20,24,-3,0.4,-4,1,-4,28,-1
O=c1c2[nH]cnc2n(-c2cccc(F)c2)c(=O)n1Cc1ccccc1,13,6,-5,1.7,12,0,13,19,6
CCN(CC)C(=O)CSc1ncnc2sc(C)c(C)c12,14,28,-2,-1.0,10,2,10,12,8
O=C(CSc1nnc(Cc2cccs2)n1C1CC1)NC1CCS(=O)(=O)C1 (stereo not given),1,-11,-3,-1.1,10,-1,12,-1,12
[O-]/[N+](=C\c1ccncc1)c1ccccc1,-4,6,-1,3.0,-3,2,1,5,-5
COc1ccc2oc(CS(=O)c3ccccc3)c(C(=O)O)c2c1 (stereo not given),2,-2,-2,0.9,5,-1,13,0,-10
CC1CCc2cc(F)ccc2N1C(=O)c1cccs1 (stereo not given),23,23,2,0.8,2,-3,9,21,13
Cc1ccc(OCC(=O)NNC(=O)C(=O)NC(C)(C)C)cc1,-4,-11,-2,1.1,-5,-4,11,6,20
COc1ccc(NC(=O)C23CCC(C)(C(=O)C2)C3(C)C)cc1 (stereo not given),4,2,-4,-0.8,-5,-2,17,-3,24
Cc1cc(/C=C(/C#N)c2nc3ccccc3[nH]2)c(C)n1-c1cccc([N+](=O)[O-])c1,33,30,4,7.2,3,12,3,16,24
Cc1ccc(C(=O)NCCc2nc3ccccc3[nH]2)cc1[N+](=O)[O-],-19,-12,-2,0.6,-14,-3,-26,-19,14
O=C(NC1CC1)c1ccc(S(=O)(=O)NC2CCCCCC2)cc1,16,3,-3,-2.3,-4,0,-3,-1,12
Cc1c(C(=O)N2CCN(C(c3ccccc3)c3ccccc3)CC2)oc2ccccc12,7,25,-4,-0.7,-1,-2,9,17,35
Cc1ccc(N2C(=O)CC(N(CCc3ccccc3)C(=S)Nc3ccc(N(C)C)cc3)C2=O)cc1 (stereo not given),12,7,5,6.6,10,4,5,18,19
CSc1nc(C)cc(NC(N)=O)n1,-3,4,-8,-1.6,7,-1,9,0,20
CC1(C)CC(=O)C/C(=N\NC(=O)c2cccs2)C1,8,0,-3,1.5,-2,-2,4,-1,-16

# Compound activity (PubChem)
